High-throughput results: PubChem BioAssay, several laboratories
FAK inh = inhibitors of human focal adhesion kinase. Q05397. biochemical FAK kinase activity assay. inhibition, %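 (tested at 7 µM)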. 97,000 compounds, 0.84% hits. AID 727; in the data active = inhibition above about 19%;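 note: 0% = DMSO and 100% = reference compound high control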
Target sequence (Q05397 whole entry, looked up): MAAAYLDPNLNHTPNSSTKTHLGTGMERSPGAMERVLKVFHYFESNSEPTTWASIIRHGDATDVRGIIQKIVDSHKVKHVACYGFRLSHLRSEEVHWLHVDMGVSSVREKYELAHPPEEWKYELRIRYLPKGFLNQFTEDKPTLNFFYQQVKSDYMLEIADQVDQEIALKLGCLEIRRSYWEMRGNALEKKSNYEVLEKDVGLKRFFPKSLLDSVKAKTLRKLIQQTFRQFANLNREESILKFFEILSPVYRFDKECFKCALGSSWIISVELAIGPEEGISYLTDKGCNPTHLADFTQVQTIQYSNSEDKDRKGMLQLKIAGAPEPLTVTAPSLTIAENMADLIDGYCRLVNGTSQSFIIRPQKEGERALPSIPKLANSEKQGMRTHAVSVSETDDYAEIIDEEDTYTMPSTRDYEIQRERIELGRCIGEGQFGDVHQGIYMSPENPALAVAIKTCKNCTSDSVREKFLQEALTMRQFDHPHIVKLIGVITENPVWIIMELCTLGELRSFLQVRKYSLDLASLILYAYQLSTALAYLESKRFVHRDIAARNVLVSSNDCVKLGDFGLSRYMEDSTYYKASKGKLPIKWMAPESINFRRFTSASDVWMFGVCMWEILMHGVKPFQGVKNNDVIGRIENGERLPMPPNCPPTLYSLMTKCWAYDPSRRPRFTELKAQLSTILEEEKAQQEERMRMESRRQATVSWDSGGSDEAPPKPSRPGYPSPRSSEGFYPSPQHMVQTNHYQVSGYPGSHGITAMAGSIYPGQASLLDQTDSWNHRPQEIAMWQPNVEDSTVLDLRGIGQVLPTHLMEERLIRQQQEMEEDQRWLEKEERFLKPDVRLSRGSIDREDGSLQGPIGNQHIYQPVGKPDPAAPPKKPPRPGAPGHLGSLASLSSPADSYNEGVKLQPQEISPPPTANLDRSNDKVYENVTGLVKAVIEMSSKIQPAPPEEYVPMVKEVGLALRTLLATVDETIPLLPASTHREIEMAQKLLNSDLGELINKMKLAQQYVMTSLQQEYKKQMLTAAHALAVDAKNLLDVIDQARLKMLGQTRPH
PostGolgi ctrl = yeast control strain growth, post-Golgi counter-screen; efflux-deficient yeast background strain, growth absorbance A615, 16 h; 98,000 compounds, 5% hits; inhibition, % at 10 µM
S1P2 ag = activates the human S1P2 receptor; 97,000 compounds, 0.46% hits; activation, % at 4.5 µM; S1P2-expressing cell line, agonist reporter read-out; O95136; in the data active = activation above about 16%;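 note: 0% = vehicle low control and 100% = maximal reference agonist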
EphB4 ephrin blk = EphB4-ephrin-B2 interaction antagonism. EphB4 LBD / TNYL-RAW-Alexa532 peptide, fluorescence polarization. inhibition, % at 7 µM. 97,000 compounds, 0.15% hits;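 active = inhibition above the screen-wide mean inhibition plus 3 SD, cut at about 15% in these data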;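 note: 0% = DMSO wells and 100% = excess unlabeled TNYL-RAW peptide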
PostGolgi yeast = growth inhibition of a yeast mutant, post-Golgi transport screen | post-Golgi transport phenotypic cell assay | 98,000 compounds, 0.9% hits | inhibition, % at 10 µM;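 note: yeast cells grown in 1536-well plates; yeast grown about 18 h at 30C before absorbance read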
Rev-RRE block = inhibitors of HIV-1 Rev-RRE RNA interaction; 97,000 compounds, 0.79% hits; inhibition, % at 8 µM; Rev peptide-RRE RNA binding, FRET; P05866; AID 704;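 active = inhibition above the screen-wide mean plus 3 SD, cut at about 35% in these data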;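 note: 0% = median DMSO wells and 100% = median Neomycin B control wells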
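Test system – labelled RRE RNA duplex and labelled Rev peptide · Reagent – labelled Rev peptide · Doses – one concentration, 8 µM nominal · Incubation – 5 + 15 min at 25 °C · Signal – FRET fluorescence readout · Read-out basis – % inhibition of FRET ratio versus controls · Control set – DMSO wells as 0% and neomycin B wells as 100% inhibition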
LYP inh 2 = blocks human PTPN22 phosphatase activity. 96,000 compounds, 0.21% hits. recombinant LYP catalytic domain, DiFMUP fluorescence. inhibition, % at 2 µM. AID 640. Q9Y2R2;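 active = inhibition at 2 µM at or above a set limit, the screen mean plus 3 SD, cut at about 24% in these data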;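 note: 0% = DMSO with enzyme and 100% = enzyme fully blocked by orthovanadate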
LYP act = activators of human LYP (PTPN22) phosphatase; Q9Y2R2; recombinant LYP, DiFMUP fluorescence; 0 = plate median, 100 = signal doubled; activation, % at 2 µM; 96,000 compounds, 0.11% hits;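 active = activation at 2 µM above a set limit, the mean plus 5 SD, cut at about 37% in these data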
S1P2 blocker = antagonists of human S1P2 receptor; O95136; cell-based S1P2 antagonist assay, inhibition at 5 uM; inhibition, % at 5 µM; 97,000 compounds, 0.21% hits; in the data active = inhibition above about 45%;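 note: CRE beta-lactamase reporter cells expressing human S1P2 stimulated with S1P; 0% = agonist at EC80 alone and 100% = agonist plus reference antagonist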
Starred values were filed as active, the others as inactive; . = no result given. Cut-off read from the data, not from the text of the source, unless noted: active = inhibition above about 30%; inactive = the rest.

The line under a structure holds: FAK inh	S1P2 blocker	S1P2 ag	Rev-RRE block	EphB4 ephrin blk	PostGolgi ctrl	PostGolgi yeast	LYP act	LYP inh 2
- O=C(CCC(=O)N1CCN(S(=O)(=O)c2ccccc2)CC1)NC1CCCc2ccccc21 (stereo not drawn)
→ 0	14	-8	6	7	0	9	2	-4
- CC(C)Oc1ccc(C(=O)NC(C)(C)CO)cc1
→ 1	-15	-7	2	-4	-1	0	8	-10
- CCN(CC)CCOC(=O)c1cccc(Cl)c1
→ 5	10	-7	3	2	11	-2	-1	1
- O=C(NCc1cccnc1)/C(=C/c1ccc(-c2cccc(C(F)(F)F)c2)o1)NC(=O)c1ccccc1
→ -1	-4	-3	0	-3	1	-3	-3	2
- COC(=O)C(C(=O)NCC1CCCO1)C1CCCCCC1 (stereo not drawn)
→ -1	-9	-4	5	8	4	-4	-5	4
- CCC(C)NC(=O)N[C@@H](Cc1ccccc1)C(=O)O (stereo partly drawn)
→ -4	13	-8	5	-2	3	2	6	-9
- COC(=O)Cc1c(C)nc2nc(-c3ccco3)[nH]n2c1=O
→ -1	-24	-6	6	1	7	2	-6	6
- C=C(C)CSc1nnc2n(Cc3ccccc3)c(=O)c3c4c(sc3n12)CCC4
→ 5	8	-3	7	6	12	5	-14	17
- CC(NS(=O)(=O)c1ccc(F)cc1)C(c1cccs1)N1CCN(C)CC1 (stereo not drawn)
→ -1	-8	-3	8	2	.	.	-9	8
- CCC(C)Sc1nc2c([nH]c3ccccc32)c(=O)n1C (stereo not drawn)
→ 2	-18	-3	-5	-8	9	-4	-2	-2
- COc1ccc(NC(=O)CSc2nnc(CN3CCOCC3)n2-c2ccccc2)cc1Cl
→ 1	-14	-6	3	-7	4	-3	1	2
- O=C1N/C(=N\N=C\c2cccnc2)SC1Cc1ccc(SC(F)F)cc1 (stereo not drawn)
→ -1	-16	31*	6	3	3	3	-8	10
- COc1cccc(NC(=O)N2CCN(c3cccc(C)c3C)CC2)c1
→ -3	-6	-8	12	2	-1	-7	2	-6
- O=c1[nH][nH]c(-c2ccccc2)c1C=Nc1cccc(Cl)c1
→ -1	25	-2	0	0	5	-1	12	-9
- COc1nc(OC)nc(N2CCC(C(=O)Nc3cccc4ccccc34)CC2)n1
→ -7	9	-7	0	-3	6	-6	10	-12
- COc1ccc(OC)c(S(=O)(=O)NC(C)(C)C)c1
→ -2	21	-4	4	1	-6	4	-5	2
- CC(C(=O)O)N1C(=O)CSc2ncccc21 (stereo not drawn)
→ -1	16	-7	7	6	4	-13	4	-6
- c1ccc(Oc2cccc(CN3CCCCC3)c2)cc1
→ -2	-16	-2	-3	-1	7	-6	-10	9
- COc1cccc2c(=O)n(CC(=O)N3CCC(C)CC3)ccc12
→ 18	-5	-8	6	0	9	-7	10	-11
- O=C(c1nn2c(C(F)(F)F)cc(-c3ccco3)nc2c1Br)N1CCCc2ccccc21
→ 2	-3	-8	5	14	13	2	-13	11
- O=C(CC1COc2ccccc2O1)Nc1ccccn1 (stereo not drawn)
→ -1	-131	-2	7	0	18	3	7	-9
- CC(=O)Nc1ccc2nc(SCC(=O)Nc3ccc(N4CCOCC4)c(Cl)c3)sc2c1
→ -1	2	-4	5	-5	-1	-2	7	-7
- Nc1nc(COc2ccc3ccccc3c2)cs1
→ 2	0	-5	5	3	28	-5	-2	2
- CCOc1ccc(OCC)c(NC(=O)c2[nH]c(C)c(C(C)=O)c2C)c1
→ -13	3	-5	1	-3	1	3	-6	4
- CCOc1ccc(NC(=O)c2ccc3nccnc3c2)cc1
→ 0	-17	0	3	4	0	-3	16	-13
- Cc1csc(SCCn2c(N3CCCC3)nc3c2c(=O)[nH]c(=O)n3C)n1
→ 4	8	-5	4	4	-4	1	3	-5
- COc1ccc(OC)c(C(=O)COC(=O)CNC(=O)C2CCCCC2)c1
→ 1	13	-1	3	-1	3	1	4	-6
- Cc1cc(C)n2c(SCC(=O)Nc3cc(C)on3)nnc2n1
→ -4	-8	-9	4	-5	5	1	-6	9
- O=C(c1ccccc1-c1nc2ccccc2[nH]1)N1CCCCC1
→ 5	-1	-3	3	2	5	-6	0	0
- CCOC(=O)c1ccc(N2C(=O)CC(N3CCC(C(=O)OCC)CC3)C2=O)cc1 (stereo not drawn)
→ 2	13	-5	5	0	0	10	-2	1
- COC(=O)CN1C(=S)N(c2ccc(Cl)cc2)C(=O)C1CC(=O)Nc1ccc(Cl)cc1 (stereo not drawn)
→ 0	16	-5	15	-4	25	-3	-1	4
- CC(/C=N/NC(=O)c1cc(C(C)(C)C)[nH]n1)=C\c1ccccc1
→ 0	-9	-6	10	2	21	2	-8	13
- CCc1nnc(NC(=O)CSc2nc3cc4c(cc3cc2C)OCCO4)s1
→ -10	-19	-6	-2	-6	13	-16	4	-1
- O=C(O)CCC(=O)Nc1nc2ccccc2s1
→ -3	16	-2	9	4	-3	15	-7	6
- COC(=O)Nc1ncc(CN2CCc3ccccc3C2)s1
→ 2	-10	-6	8	0	19	8	-12	11
- COc1cc(OC)cc(C(=O)n2nc(C)cc2C)c1
→ 0	7	-7	2	5	.	.	2	-3
- O=C(c1cc2nc(C3CC3)cc(C(F)(F)F)n2n1)N1CCCC1
→ -1	4	-2	-1	9	-5	8	5	-6
- O=C(/C=C/Nc1ccccc1OC(F)(F)F)C(F)(F)F
→ -1	-5	-2	7	-7	2	-12	-2	5
- COCc1[nH]nc2c1C1(C(=O)N(C)c3ccccc31)C(C#N)=C(N)O2 (stereo not drawn)
→ 2	-5	-6	3	4	9	4	0	-1
- COC(=O)c1[nH]c2cc(OC)ccc2c1NC(=O)CN1CCN(c2cccc(C)c2)C(C)C1 (stereo not drawn)
→ -3	3	-4	-3	-3	37*	0	16	-18
- Cc1cc(NC(=O)CSc2cn(CCNC(=O)c3ccccc3)c3ccccc23)no1
→ -2	-7	-7	5	2	17	-4	-6	4
- COc1ccc(/C=N/n2c(-c3ccco3)nc3ccccc3c2=O)cc1
→ 1	-7	1	0	9	.	.	-6	6
- O=C(N/N=C/c1ccccc1)c1sccc1OCc1ccc(F)cc1
→ -2	-6	-7	4	9	68*	0	-12	17
- Clc1ccccc1CSc1nnc(/C=C/c2ccccc2)o1
→ -1	7	-7	11	-9	19	-3	0	3
- Cc1cc(C(=O)Nc2sc3c(c2C#N)CCC(C)C3)cs1 (stereo not drawn)
→ -1	18	-3	14	1	10	-22	0	6
- COc1cc(/C=N/n2cnnc2)ccc1OC(=O)c1ccncc1
→ 0	-2	-4	-1	-4	9	5	19	-19
- CCCOC(=O)c1ccc(NC(=O)Oc2ccccc2)cc1
→ 6	21	-5	12	8	-3	-1	-1	-2
- c1ccc(-c2nnc(SCc3nc4ccccc4[nH]3)o2)cc1
→ 3	-15	-6	5	-1	-2	2	0	4
- O=S(=O)(c1ccc(S(=O)(=O)N(Cc2cccs2)CC2CCCO2)cc1)N1CCCCC1 (stereo not drawn)
→ -1	5	-2	6	6	18	5	-9	9
- CC(C)C(=O)N1CCN(c2ccc(NC(=O)c3cccs3)cc2)CC1
→ 1	-5	-3	0	3	.	.	-6	2
- CCOC(=O)CSc1nc2ccc(C)cc2cc1C#N
→ 2	-5	-4	22	7	5	-6	-6	5
- NC(=O)CSc1nc(-c2ccccc2)c(-c2ccccc2)o1
→ 1	-22	-1	5	-2	.	.	19	-26
- CC1=CC(C)(C)N2C(=O)C3(N=C(N)NC(Nc4ccccc4)=N3)c3cc(C)cc1c32 (stereo not drawn)
→ 0	-1	0	1	3	20	7	-1	-2
- NS(=O)(=O)c1ccc(NC(=O)N2c3ccccc3Sc3ccccc32)cc1
→ 5	7	-5	2	1	15	4	6	-3
- Cc1csc(NC(=O)CSc2ncnc3c2cnn3-c2ccccc2Cl)n1
→ -1	-2	-4	-2	-17	32*	1	-3	3
- Cc1ccccc1Nc1nc(CSc2nnnn2-c2ccccc2)cs1
→ 0	-4	-3	17	-3	4	-11	0	-1
- COc1cc(NC(=O)CN(c2cc(C)cc(C)c2)S(=O)(=O)c2c(C)noc2C)cc(OC)c1
→ -1	11	-3	2	-7	5	-2	6	-8
- c1ccc(CNc2nc3ccccc3n2CCN2CCOCC2)nc1
→ 5	4	-5	1	-10	8	2	3	-4
- Cc1csc(SCc2nc3sc4c(c3c(=O)[nH]2)CCC4)n1
→ 12	10	-3	11	-6	14	1	-8	12
- O=C(CN1CCN(c2ccc(F)cc2)CC1)Nc1cccc(C(F)(F)F)c1
→ 1	-4	2	6	0	15	-3	-1	1

Sorted by number of heavy atoms (largest number first): some entries from above
The line under a structure holds: FAK inh	S1P2 blocker	S1P2 ag	Rev-RRE block	EphB4 ephrin blk	PostGolgi ctrl	PostGolgi yeast	LYP act	LYP inh 2
- CC1=CC(C)(C)N2C(=O)C3(N=C(N)NC(Nc4ccccc4)=N3)c3cc(C)cc1c32 (stereo not drawn)
→ 0	-1	0	1	3	20	7	-1	-2
- NS(=O)(=O)c1ccc(NC(=O)N2c3ccccc3Sc3ccccc32)cc1
→ 5	7	-5	2	1	15	4	6	-3
- Cc1ccccc1Nc1nc(CSc2nnnn2-c2ccccc2)cs1
→ 0	-4	-3	17	-3	4	-11	0	-1
- COc1cc(/C=N/n2cnnc2)ccc1OC(=O)c1ccncc1
→ 0	-2	-4	-1	-4	9	5	19	-19
- Cc1csc(SCc2nc3sc4c(c3c(=O)[nH]2)CCC4)n1
→ 12	10	-3	11	-6	14	1	-8	12

Later entries
The line under a structure holds: FAK inh	S1P2 blocker	S1P2 ag	Rev-RRE block	EphB4 ephrin blk	PostGolgi ctrl	PostGolgi yeast	LYP act	LYP inh 2
- CCCc1cc(=O)n2c(nc3ccccc32)[nH]1
→ 2	-1	-2	6	-4	11	13	-6	5
- CC(C)(C)c1ccc(/C([O-])=C(/C(=S)NCc2ccco2)[n+]2ccccc2)cc1
→ -6	-8	-1	1	-1	-3	-6	-3	1
- CN1CCN(C(c2cccnc2)c2ccc3cccnc3c2O)CC1 (stereo not drawn)
→ 4	15	-2	1	-1	5	-5	-10	7
- O=c1cc(N2CCN(c3cccc(Cl)c3)CC2)[nH]c(=O)n1C1CCCCC1
→ -2	26	-2	9	3	6	-4	3	-2
- COc1ccc2c(c1)[nH]c1c(N3CCN(Cc4ccc5c(c4)OCO5)CC3)ncnc12
→ 25*	87*	-9	15	4	1	4	2	-4
